# Assay outcomes from PubChem BioAssay.
# Jurkat NFkB inh = lowers PMA/ionomycin-induced NF-kB signal in Jurkat cells | AID 435003 | inhibition, % at 4 µM | actives 0.53% (n = 330,000) | PMA/ionomycin-induced NF-kB luciferase reporter, luminescence
# SENP8 block = inhibitors of human SENP8 protease. inhibition, % at 10 µM. actives 1.2% (n = 330,000). Q96LD8. purified SENP8, Z-RLRGG-aminoluciferin cleavage, luminescence
# EBI2 antag = antagonists of human EBI2 receptor; inhibition, % at 5 µM; P32249; actives 0.81% (n = 360,000); AID 651636; EBI2 beta-arrestin recruitment, luminescence, 7a,25-OHC stimulated; in the data active = inhibition above about 38%;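 also: enzyme fragment complementation signal reports receptor beta-arrestin coupling in cells; 0% = agonist plus DMSO wells and 100% = wells without agonist; some results beyond the cut were filed as inactive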
# UBC13 inh = human UBC13 polyubiquitination inhibition. AID 485273. UBC13 polyubiquitin chain formation, TR-FRET. P61088. actives 0.47% (n = 330,000). inhibition, % at 20 µM; in the data active = inhibition above about 45%, passing the limit was not always enough
# CCR6 antag = antagonists of human CCR6 receptor | actives 0.49% (n = 340,000) | CHO-K1 CCR6 PathHunter beta-arrestin, luminescence, CCL20-stimulated | inhibition, % at 20 µM;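 active = compounds whose inhibition of the agonist-driven luminescence signal at 20 µM reaches about 50%, limit read from the data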;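 also: cells stimulated with CCL20 at 14 nM final; plate controls were DMSO with CCL20 for no effect and DMSO without agonist for full effect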
# 697 NFkB inh = lowers PMA/ionomycin-induced NF-kB signal in 697 B cells | actives 0.33% (n = 330,000) | 697 B-cell NF-kB luciferase reporter, 16 h | AID 435022 | inhibition, % at 4 µM; in the data active = inhibition above about 35%
# Apaf-1 inh = human Apaf-1 inhibition | O14727 | reconstituted apoptosome caspase-3 activity, DEVD-Rh110 fluorescence | inhibition, % at 20 µM | actives 0.71% (n = 330,000); active = inhibition of at least 40% at 20 µM;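 also: plate controls were DMSO wells for no effect and DEVD-CHO caspase inhibitor wells for full effect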
# Target sequence (O14727 whole entry, looked up): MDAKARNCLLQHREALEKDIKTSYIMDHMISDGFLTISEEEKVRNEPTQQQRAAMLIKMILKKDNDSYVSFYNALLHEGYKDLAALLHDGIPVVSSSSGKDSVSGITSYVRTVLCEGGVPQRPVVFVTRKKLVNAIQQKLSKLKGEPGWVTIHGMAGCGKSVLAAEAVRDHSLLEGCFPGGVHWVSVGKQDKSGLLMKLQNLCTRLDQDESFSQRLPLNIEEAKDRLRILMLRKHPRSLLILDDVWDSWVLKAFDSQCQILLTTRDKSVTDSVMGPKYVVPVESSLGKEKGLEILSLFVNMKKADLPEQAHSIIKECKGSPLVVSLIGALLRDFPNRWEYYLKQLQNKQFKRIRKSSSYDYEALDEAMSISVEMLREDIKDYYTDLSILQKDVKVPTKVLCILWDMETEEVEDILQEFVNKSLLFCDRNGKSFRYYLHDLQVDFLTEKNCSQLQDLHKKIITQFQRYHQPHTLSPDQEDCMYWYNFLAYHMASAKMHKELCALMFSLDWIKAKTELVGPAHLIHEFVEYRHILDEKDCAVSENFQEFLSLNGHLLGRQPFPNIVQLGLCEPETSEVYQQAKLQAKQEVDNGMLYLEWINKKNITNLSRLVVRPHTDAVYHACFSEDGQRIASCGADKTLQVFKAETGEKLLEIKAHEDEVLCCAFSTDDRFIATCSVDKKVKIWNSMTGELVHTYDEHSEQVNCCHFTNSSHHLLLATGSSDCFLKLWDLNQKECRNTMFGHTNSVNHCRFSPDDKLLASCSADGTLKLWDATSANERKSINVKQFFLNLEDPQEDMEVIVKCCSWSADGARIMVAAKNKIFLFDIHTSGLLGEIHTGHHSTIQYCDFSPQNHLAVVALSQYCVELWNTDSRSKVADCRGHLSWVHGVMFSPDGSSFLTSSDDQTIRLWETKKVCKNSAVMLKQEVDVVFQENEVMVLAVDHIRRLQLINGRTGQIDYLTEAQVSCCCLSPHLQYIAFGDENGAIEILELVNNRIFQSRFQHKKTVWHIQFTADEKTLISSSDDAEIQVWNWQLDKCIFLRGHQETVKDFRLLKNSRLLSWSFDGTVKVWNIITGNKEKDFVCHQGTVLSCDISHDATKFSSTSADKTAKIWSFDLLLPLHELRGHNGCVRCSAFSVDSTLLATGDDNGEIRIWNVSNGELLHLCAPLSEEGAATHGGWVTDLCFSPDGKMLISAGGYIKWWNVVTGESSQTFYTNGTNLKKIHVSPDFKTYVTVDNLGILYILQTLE
#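 Medium: Hepes buffer, pH 7.5 / System: biochemical Apaf-1 apoptosome reconstitution / Measured by: Rh110 fluorescence, excitation 480 nm, emission 540 nm / Times: compound with Apaf-1, dATP, procaspase-3 30 min, then 50 min reaction, room temperature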
# Gli-Sufu antag = antagonists of Gli-Sufu signaling. Sufu-KO-LIGHT fibroblasts, Gli luciferase reporter luminescence. inhibition, % at 5 µM. actives 0.74% (n = 340,000). AID 588413;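 active = inhibition above about 55%, limit read from the data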;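 also: 0% = DMSO-treated cells and 100% = wells with medium but no cells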
# * marks the source's active call; other numbers are inactive results; . = not tested or not shown. Rule as the data show it, unless noted: active = inhibition above about 50%; inactive = the rest. Not all compounds are listed; count on the stated rates, not on these rows.
Structure	Jurkat NFkB inh	SENP8 block	EBI2 antag	UBC13 inh	CCR6 antag	697 NFkB inh	Apaf-1 inh	Gli-Sufu antag
COc1ccc(C(=O)NC(=S)Nc2cccnc2)cc1OC	4	-1	3	-2	22	16	8	4
Nc1cc(N2CCCCC2)c(Cl)cc1[N+](=O)[O-]	7	7	7	2	-1	21	-3	0
CCOC(=O)c1ccc(NC(=O)CSc2nnc(C3CC3)n2C)cc1	-26	-11	2	-6	5	-13	-3	-10
Cc1ccc(NS(=O)(=O)c2ccc(C(=O)NCc3ccncc3)cc2)cc1	-1	5	4	1	2	7	8	14
CCOC(=O)Cc1csc(SCC(=O)Nc2sc3c(c2C(N)=O)CCC3)n1	0	0	0	-13	25	-21	18	-1
CCOc1ccc2nc(SCC(=O)NC3CCCCC3)[nH]c2c1	7	4	5	8	-9	10	-1	20
Cc1cccc(NC(=S)NN2CCN(C)CC2)c1C	-14	3	-9	1	-6	-2	0	3
O=C(NC(=S)Nc1ccc(O)cc1)c1ccccc1Cl	-57	3	-18	5	13	-57	-5	-69
CC(NC(=O)CN1C(=O)NC2(CCCC2)C1=O)c1ccc(Cl)cc1Cl (stereo not given)	17	4	7	17	9	21	0	1
CC(CN1CCOCC1)C(=O)c1ccccc1 (stereo not given)	5	-8	-7	-1	3	-2	4	3
Cc1c(C(=O)N2CCOCC2)c(S(=O)(=O)Nc2cccc(F)c2)c(C)n1C	-19	-2	14	-5	6	5	-1	-2
Cc1ccccc1Cn1cc(NC(=O)CCCn2nc([N+](=O)[O-])cc2C)cn1	0	-3	5	0	5	1	-4	3
Cn1nc(C(=O)Nc2ccc3c(c2)OCO3)c2ccccc2c1=O	5	1	2	-13	10	6	-1	10
COc1ccc(OC)c(-c2csc(NC(=O)CN3C(=O)NC4(CCCC4)C3=O)n2)c1	3	-5	-1	-1	9	4	5	4
Cc1ccc(C2/C(=C(\O)c3cnn(-c4ccccc4)c3C)C(=O)C(=O)N2CCN(C)C)o1 (stereo not given)	-75	-1	-4	-14	0	-57	0	-24
CN(C(=O)c1ccc(NC(=O)Cc2ccc(NC(=O)C3CCN(C(=O)C4CC4)CC3)cc2)cc1)C1CC1	-2	-3	2	7	12	-4	2	-13
CCSc1nnc(NC(=O)c2cc(C)on2)s1	-1	3	-1	-9	-2	5	-8	-12
O=c1[nH]c(CN2CCN(C/C=C/c3ccccc3)CC2)nc2cc(Cl)ccc12	0	-4	42	13	-8	15	-13	7
CCCCNC(=O)N1CCN(c2ncccn2)CC1	-15	1	-7	-19	6	-21	5	-9
Cc1cc(C(=O)CSc2nn(-c3ccccc3)c(=S)s2)c(C)n1Cc1ccco1	26	6	26	-9	14	35	19	4

Structure	Jurkat NFkB inh	SENP8 block	EBI2 antag	UBC13 inh	CCR6 antag	697 NFkB inh	Apaf-1 inh	Gli-Sufu antag
CCN=C1SC(CC(=O)Nc2ccc(C)cc2)C(=O)N1CC (stereo not given)	-1	6	4	6	-2	24	0	-9
COc1cccc(NC(=O)CC2C(=O)NC3CCCCC3N2C(=O)c2ccccc2)c1 (stereo not given)	3	-2	-4	7	0	8	-1	-11
O=C(NCc1ccc2[nH]c3c(c2c1)CCCC3)c1ccc(S(=O)(=O)N2CCCC2)cc1	4	7	-7	-6	14	-25	7	4
CC(C)N1CCC(NC(=O)NC2CCCCC2)CC1	-6	-5	-11	1	-2	16	-6	-2
Cc1ccc(CNC(=O)CN2C(=O)COc3ccc(C)cc32)cc1	-2	-12	26	-6	18	-11	-3	21
Cc1nc2oc3ccc(F)cc3c(=O)c2cc1C(=O)O	-25	6	1	-2	12	-29	4	15
Cn1c(=O)c2c(nc(SCC(=O)NCc3ccco3)n2C)n(C)c1=O	-9	4	-9	4	9	-15	-9	0
O=C(Nc1cnn(Cc2ccc(F)cc2)c1)C(c1ccccc1)c1ccccc1	6	-7	73*	-4	9	4	20	1
C=CC[C@@H](Cc1ccc(F)cc1)C(=O)OC[C@@H]1CCCN1C(=O)[C@@H](CC=C)CC(=O)N[C@H](CO)Cc1ccccc1	15	8	7	14	7	-6	29	12
Cc1nc2cc(C(F)(F)F)ccc2n1C1CCN(CC(=O)NC(C)(C)C)CC1	15	0	5	0	9	-5	9	9
CCN1CCN(CCCNC(=O)c2cc3sccc3n2CC)CC1	8	0	-2	4	2	-11	11	-16
Cc1ccc([N+](=O)[O-])cc1S(=O)(=O)Nc1ccccn1	-9	-5	-7	0	16	3	3	13
COc1c(N2CCN(C(=S)NCc3ccccc3)C(C)C2)c(F)cc2c(=O)c(C(=O)O)cn(C3CC3)c12 (stereo not given)	-3	1	-3	5	-14	31	22	0
O=C1CC2c3ccccc3C1C1C(=O)N(CCc3ccccc3)C(=O)C21 (stereo not given)	0	-4	-2	0	15	-2	-12	-6
C/C(=N\NC(N)=S)C1C2C3CC4C5CC(C42)C1C53 (stereo not given)	22	6	11	7	16	29	7	37
COc1ccccc1Cn1c(=S)[nH]c2cc(C(=O)NCC3CCCO3)ccc2c1=O (stereo not given)	2	-3	-2	8	8	4	-9	1
Cn1c(=O)[nH]c(=O)c2c1nc(CN1CCOCC1)n2Cc1ccc(F)cc1	-3	6	-3	6	0	4	8	-8
CCN(CC)C(=O)c1cc2c(=O)oc3ccccc3c2s1	-12	-2	12	-12	-21	-16	8	-2
COC(=O)c1cc(C(=O)c2c(C)cc3ccccn23)cc([N+](=O)[O-])c1	2	-2	-2	2	-3	6	27	-15
CCN(CC)S(=O)(=O)c1cccc(-n2c(O)c(C=Nc3ccccc3C(=O)O)c3ccccc3c2=O)c1	39	4	-50	12	-1	27	10	-6

Structure	Jurkat NFkB inh	SENP8 block	EBI2 antag	UBC13 inh	CCR6 antag	697 NFkB inh	Apaf-1 inh	Gli-Sufu antag
COc1ccc(N(C(=O)c2ccco2)C(C(=O)NC2CCCC2)c2ccc(N(C)C)cc2)cc1 (stereo not given)	16	-2	11	-1	14	14	7	10
O=C(NCCc1ccccc1Cl)C1CC(=O)N(C2CCCCC2)C1 (stereo not given)	7	4	-3	-4	14	-12	2	15
N#Cc1ccc(N2CCOCC2)nc1	0	-4	-5	3	1	25	-11	7
Cc1ccc(COC(=O)c2nn(C)c(=O)c3ccccc23)cc1	11	1	7	-3	1	-28	9	21
CN1C(=O)c2cccc3c(S(=O)(=O)N(C)C)ccc1c23	3	10	-14	-4	2	-5	4	7
O=C(CSc1nnc(Cc2cccs2)n1C1CC1)NC1CCS(=O)(=O)C1 (stereo not given)	-4	-5	-7	4	1	-15	-1	-27
CC[C@@]12C(=O)N(c3cccc(Br)c3)C(=O)N1[C@H](c1ccc(Br)cc1)[C@@H]1C(=O)N(C(C)(C)C)C(=O)[C@@H]12	1	-14	4	-3	-7	-4	14	0
COc1ccc(C(=O)Nc2ccccn2)cc1S(=O)(=O)N1CCOCC1	-6	-5	-5	-8	-1	-19	0	6
O=C1CC/C=C\C[C@@H](CC(=O)N(CCO)Cc2ccccc2)C(=O)NC[C@@H](c2ccccc2)O1	-4	-6	-4	-14	8	3	7	-3
CC(=O)N1CN(C2CCS(=O)(=O)C2)Cc2c1sc1c2CCCC1 (stereo not given)	6	1	-9	7	27	11	-13	-7
COc1ccccc1CC(=O)N1CCN(c2cccc(Cl)c2)CC1	8	-8	-4	-8	13	-34	10	18
Cc1ccc(NC(=O)CNC(c2ccccc2)c2ccccc2)c(F)c1	10	5	3	8	-2	9	22	5
O=C(CNC(=O)c1cccc(Br)c1)N/N=C/c1cn[nH]c1-c1ccccc1	-13	5	-10	1	-6	7	7	.
CCN(CC)C(=O)CSc1nnc(COc2ccc(OC)cc2)n1N	8	-10	8	-4	-6	2	2	-19
Fc1ccc(COc2ccccc2-c2ccnc3ncnn23)cc1	10	-9	1	7	-6	-6	9	-1
CCOc1ccc2c(c1)nc(C)n2C	0	-8	-5	4	-3	-6	-5	-22
COc1ccccc1NC(=O)c1ccccc1C(=O)N(C)Cc1ccccc1	6	-12	-2	-2	6	-3	-2	4
CCC(C(=O)NC1CCCCC1)n1nc(C)c2c(C)n(-c3ccccc3)nc2c1=O (stereo not given)	6	-4	-20	8	10	13	-5	-9
CCOC(=O)Cc1csc(SCC(=O)/C(C#N)=C(\C)N)n1	2	8	-11	4	-3	19	-6	-10
COc1ccc(-c2cc(C(=O)OCC(=O)N(C)C3CCS(=O)(=O)C3)c3ccccc3n2)cc1OC (stereo not given)	-3	-11	-2	-11	17	-9	4	-11

Structure	Jurkat NFkB inh	SENP8 block	EBI2 antag	UBC13 inh	CCR6 antag	697 NFkB inh	Apaf-1 inh	Gli-Sufu antag
CC1CN(C(=O)CCC(=O)N2CCN(c3cccc(C(F)(F)F)c3)CC2)c2ccccc2O1 (stereo not given)	13	1	-1	3	20	2	17	8
Nc1c(Cl)ncnc1N/N=C/c1cccnc1	-6	2	-12	-27	8	9	-6	10
C#Cc1ccc([C@@H]2C=C(C(=O)NCc3ccccc3)O[C@H](OCc3ccc(CO)cc3)C2)cc1	-8	-11	16	-28	12	-32	26	2
CCOc1ccc(N2C(=O)CC(NC3CCCCNC3=O)C2=O)cc1 (stereo not given)	-9	11	-10	0	-3	5	-3	-4
Fc1ccc(NC(=S)NN2CCOCC2)cc1Cl	-4	3	-9	-7	-5	-11	3	4
CCc1ccc2c(c1)C(=O)C[C@]1(CCC[C@H](C)C1)O2	5	-11	-4	23	19	2	14	-18
CCOC(=O)C1(Cc2ccccc2Cl)CCN(C(=O)c2cnccn2)CC1	-62	-8	3	-1	17	-106	3	-18
C/C(=N\Nc1nc(N2CCOCC2)nc(N2CCOCC2)n1)c1cccs1	-17	-10	-5	-9	6	7	-10	-3
O=C(Nc1ccc(N2CCOCC2)cc1)c1ccc([N+](=O)[O-])cc1	-11	-5	2	-11	-11	-1	0	-7
CN1C(=O)C(C)(C)c2cc(S(=O)(=O)NCC3CCC(C(=O)NCc4ccccc4)CC3)ccc21 (stereo not given)	0	6	6	6	-5	-6	10	4
O=C(Cc1n[nH]c(=O)c2ccccc12)Nc1cccc(S(=O)(=O)N2CCCCCC2)c1	9	-13	-9	-11	22	-9	20	10
C=CCn1c(/N=C/c2ccc(OC)cc2)nc2ccccc21	12	-4	-5	8	1	8	2	5
O=C(O)CCCNc1ccc(S(=O)(=O)N2CCCCC2)cc1	-4	0	2	-9	13	-6	2	-3
CC(C)C[C@H]1CN=C(N(C)C)N1CCc1cccc(F)c1	-9	-7	7	-1	1	-11	-1	30
Cn1cccc1CNCc1ccc(F)cc1	-11	-9	-3	-2	7	1	6	-3
COc1ccc(OC)c(C2=NOC(C(=O)NCc3cccs3)C2)c1 (stereo not given)	8	-1	-5	9	20	2	-7	-13
CN(c1ccc(C(=O)Nc2ccccc2C(=O)N2CCCC2)cc1)S(C)(=O)=O	5	4	-8	0	-12	6	12	-4
O=C(Nc1nncs1)C1CC(=O)N(C2CCCC2)C1 (stereo not given)	13	-5	-7	9	-2	10	-6	-23
Cc1cc(C(=O)OCC(=O)c2ccc(Br)s2)no1	-7	-1	-7	-6	22	-4	5	-2
CC(=O)NCCCNS(=O)(=O)c1ccc(C)cc1	0	-2	-10	2	7	13	-5	-6
COC(C(=O)NCc1ccc(C)cc1)c1ccccc1 (stereo not given)	-8	-5	-8	9	9	-24	-12	-2
COC(=O)c1cccc(NC(=O)c2onc3c2CCCC3)c1	-74	76*	-2	7	8	-151	-7	-91
O=C(N/C(=C\c1cccs1)C(=O)N1CCCCCC1)c1ccccc1	-1	-4	-1	-2	1	-14	-25	2

# Whole records as entered above. Order of screens: Jurkat NFkB inh	SENP8 block	EBI2 antag	UBC13 inh	CCR6 antag	697 NFkB inh	Apaf-1 inh	Gli-Sufu antag
# O=C(Cc1n[nH]c(=O)c2ccccc12)Nc1cccc(S(=O)(=O)N2CCCCCC2)c1 is listed with 9	-13	-9	-11	22	-9	20	10
# CN1C(=O)C(C)(C)c2cc(S(=O)(=O)NCC3CCC(C(=O)NCc4ccccc4)CC3)ccc21 (stereo not given) is listed with 0	6	6	6	-5	-6	10	4
